Bioassay records (PubChem BioAssay)
PostGolgi ctrl = inhibits growth of the yeast control strain; efflux-deficient yeast background strain, growth absorbance A615, 16 h; inhibition, % at 10 µM; 98,000 tested, 5% active
PostGolgi yeast = growth inhibition of a yeast mutant, post-Golgi transport screen; post-Golgi transport phenotypic cell assay; inhibition, % at 10 µM; 98,000 tested, 0.9% active; AID 739;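 note: yeast cells grown in 1536-well plates; yeast grown about 18 h at 30C before absorbance read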
E coli WT exp = blocks growth of wild type E. coli BW25113; OD600 absorbance; growth inhibition, % at 100 µM; 98,000 tested, 0.15% active;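 active = growth inhibition above about 50% at one test dose, limit read from the data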;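 note: growth measured after 20 h incubation at 37 °C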
sEH inhibitor = inhibitors of human soluble epoxide hydrolase; recombinant human sEH enzymatic activity assay; inhibition, % at 2 µM; 91,000 tested, 0.34% active; AID 707; in the data active = inhibition above about 80%; note: values of inactives mirror those of a sister screen read the other way; many of its hits are not listed in these tables
sEH activator = increases human soluble epoxide hydrolase activity; activation, % at 2 µM; AID 717; purified human sEH enzymatic activity, activator screen; 91,000 tested, 0.04% active; P34913; in the data active = activation above about 37%; note: values of inactives mirror those of a sister screen read the other way
S1P2 ag = S1P2 (human) receptor agonism; O95136; S1P2-expressing cell line, agonist reporter read-out; activation, % at 4.5 µM; 97,000 tested, 0.46% active; AID 729; in the data active = activation above about 16%;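 note: 0% = vehicle low control and 100% = maximal reference agonist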
CD11b adhes inh = blocks human CD11b/CD18 adhesion to fibrinogen. P05107+P11215. K562 CD11b/CD18 adhesion to fibrinogen, ATPlite luminescence; Mn2+ added to activate the integrin. inhibition, % at 10 µM. 93,000 tested, 0.54% active;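 active = primary inhibition of 50% or more at 10 µM, then 40% or more on retest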; note: some results filed as inactive read as strong as hits
Target sequence (P05107 whole entry, looked up, other chains not shown): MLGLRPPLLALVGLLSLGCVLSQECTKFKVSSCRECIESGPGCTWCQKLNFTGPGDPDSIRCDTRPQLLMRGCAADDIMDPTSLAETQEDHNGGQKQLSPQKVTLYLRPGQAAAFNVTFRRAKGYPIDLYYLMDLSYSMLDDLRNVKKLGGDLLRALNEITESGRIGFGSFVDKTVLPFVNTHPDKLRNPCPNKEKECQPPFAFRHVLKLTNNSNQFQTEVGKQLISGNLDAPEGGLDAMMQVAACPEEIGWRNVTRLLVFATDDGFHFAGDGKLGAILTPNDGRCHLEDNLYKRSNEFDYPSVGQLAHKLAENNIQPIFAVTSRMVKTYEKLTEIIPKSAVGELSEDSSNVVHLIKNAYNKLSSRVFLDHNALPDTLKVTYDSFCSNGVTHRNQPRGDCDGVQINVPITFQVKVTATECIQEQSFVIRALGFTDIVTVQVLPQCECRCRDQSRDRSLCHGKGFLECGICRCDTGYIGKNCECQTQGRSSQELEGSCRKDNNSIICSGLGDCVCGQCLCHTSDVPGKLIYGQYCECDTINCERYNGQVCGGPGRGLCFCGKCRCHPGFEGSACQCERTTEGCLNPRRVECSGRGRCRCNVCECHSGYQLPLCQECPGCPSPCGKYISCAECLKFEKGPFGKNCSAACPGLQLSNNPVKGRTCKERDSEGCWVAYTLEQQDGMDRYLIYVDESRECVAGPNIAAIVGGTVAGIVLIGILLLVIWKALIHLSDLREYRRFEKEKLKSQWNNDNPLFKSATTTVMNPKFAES
S1P2 antag = blocks the human S1P2 receptor; 97,000 tested, 0.21% active; inhibition, % at 5 µM; AID 736; cell-based S1P2 antagonist assay, inhibition at 5 uM; O95136; in the data active = inhibition above about 45%;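 note: CRE beta-lactamase reporter cells expressing human S1P2 stimulated with S1P; 0% = agonist at EC80 alone and 100% = agonist plus reference antagonist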
PLAP act = activators of human placental alkaline phosphatase; P05187; purified PLAP enzyme, luminescent substrate read-out; stronger effect = higher value; activation fold at 20 µM; 96,000 tested, 1.2% active; in the data active = activation fold above about 2
* hit, by the source's call; . = no result given. Cut-off read from the data, not from the text of the source, unless noted: active = inhibition above about 30%; inactive = the rest.

SMILES | PostGolgi ctrl | PostGolgi yeast | E coli WT exp | sEH inhibitor | sEH activator | S1P2 ag | CD11b adhes inh | S1P2 antag | PLAP act
CCOc1cc(-c2nc3cc(C)ccn3c2NCC2CCCO2)ccc1O (stereo not drawn) | 11 | 5 | 12 | . | . | -4 | -19 | 2 | 1
O=C1OC(N2CCN(C(=O)c3ccco3)CC2)c2ccccc21 (stereo not drawn) | 7 | 0 | 4 | 1 | 1 | -3 | 9 | -7 | 1.1
COC(CNC(=O)c1cc(C(=O)c2c(-c3c(Cl)cccc3Cl)noc2C)c[nH]1)OC | 1 | 0 | -5 | -8 | 11 | -6 | -11 | 20 | 1.4
CCOCCCNC(=O)c1ccccc1Br | 0 | 7 | -10 | -3 | 3 | -2 | 1 | 0 | 0.7
CCN(CC)c1ccc(NC(=O)c2ccc(Cl)nc2)cc1 | 17 | 10 | -2 | 25 | -23 | 0 | -5 | -13 | 0.9
Cn1nnnc1SCC(=O)N1CCN(c2ccc(Cl)cc2)CC1 | -4 | -5 | 8 | 0 | 3 | -4 | 15 | 22 | 1.1
O=C(CCn1cccc1)NCc1ccccc1 | 2 | -3 | 13 | 20 | -16 | -5 | -13 | 8 | 1
CCCCCC(=O)Nc1nnn(CCC)n1 | -10 | 1 | 12 | -3 | 5 | -8 | -4 | -2 | 1
Cc1c(C(=O)O)oc2ccc(S(=O)(=O)NCCC3=CCCCC3)cc12 | 5 | 2 | -8 | -4 | 8 | -12 | . | -2 | .
Cc1cc(C)nc(Nc2ncc(O)n2-c2ccc(C)c(Cl)c2)n1 | 7 | 5 | -11 | 4 | -5 | -4 | 8 | 17 | 1.9
N#CC(=C1CCCC1)c1nc(-c2ccccc2O)cs1 | 7 | -17 | -13 | . | . | -4 | 3 | -3 | 1.1
COc1ccc(NC(=S)Nc2cccc([N+](=O)[O-])c2)cc1 | 4 | -9 | 24 | 13 | -10 | -7 | . | 3 | 0.9
COc1cc(-c2noc(-c3cccc(Cl)c3)n2)cc(OC)c1OC | 3 | 1 | -5 | -2 | 0 | -6 | . | 19 | 1.1
COC(=O)N1CCN(c2ccc(OC)cc2)CC1 | -5 | 3 | 9 | -10 | 11 | -1 | 3 | 3 | 1.2
O=C(CCCOc1ccccc1)n1nnc2ccccc21 | -5 | 28 | 2 | -2 | 2 | 0 | -16 | 16 | 1.1
COc1ccccc1OCc1ccc(C(=O)NC(C)(C)C)o1 | 7 | -3 | 3 | 4 | 0 | -6 | 14 | -4 | 1.1
Cc1cc(NCCN(C)C)n2nc(-c3cccs3)cc2n1 | 3 | 2 | -9 | -4 | 5 | -3 | -47 | -7 | 1.4
O=C(NCCC1=CCCCC1)c1ccc2c(c1)N(Cc1ccccc1)C(=O)CS2 | 14 | -9 | -21 | 82* | -82 | -5 | 21 | 2 | 1.1
CCOc1cccc2cc(C(=O)NCc3cccnc3)c(=O)oc12 | 6 | -6 | -1 | -12 | 17 | -1 | 9 | -5 | 1.7
COc1cc(-c2ccc(NC(=O)c3ccc(C)cc3)c(OC)c2)ccc1NC(=O)c1ccc(C)cc1 | 1 | -8 | -11 | 13 | -14 | -7 | -7 | 0 | 0.8
Cc1cc2nnc(SCC(=O)N3C(C)CCCC3C)n2c(N)n1 (stereo not drawn) | 0 | 23 | 3 | . | . | -4 | 1 | 14 | 1.2
COc1ccccc1CNC(=O)C[n+]1ccccc1 | 4 | 3 | 7 | -12 | 10 | -4 | 0 | -7 | 0.7
O=C(Nc1cc2c(cc1Br)OCCO2)c1cccs1 | 15 | -2 | 1 | -3 | 5 | -2 | 4 | -16 | 0.9
O=C(Cn1cnc2ccccc2c1=O)NC1CCCc2ccccc21 (stereo not drawn) | 19 | -2 | -8 | 50 | -51 | -6 | -9 | 21 | 1.1
COC(=O)Nc1ccc(S(=O)(=O)N2CCN(c3ccc(F)cc3)CC2)cc1 | 38* | -9 | 3 | -6 | 4 | -3 | 13 | -15 | 0.9
CC1(C)Cc2cccc(OCC(=O)Nc3cccnc3)c2O1 | -1 | 3 | 9 | 11 | -10 | -2 | -2 | -8 | 1
Cc1onc(-c2c(F)cccc2Cl)c1C(=O)OCC(=O)NCc1ccco1 | 4 | 1 | 4 | 6 | -6 | -5 | -7 | -9 | 1.5
COc1ccc(N2CCN(C3CC(=O)N(Cc4ccc(N5CCCC5=O)cc4)C3=O)CC2)cc1 (stereo not drawn) | 3 | 4 | -1 | . | . | -1 | . | -3 | 1.3
O=C(NCc1ccc2c(c1)OCO2)c1nn2cccnc2c1Cl | 15 | -2 | 1 | -17 | 17 | -6 | 4 | -9 | 1
CCOC(=O)C1C(c2ccccc2Cl)NC(=O)N(C)C1(O)C(F)(F)F (stereo not drawn) | -1 | 20 | -7 | -1 | 1 | -5 | -8 | -3 | 0.9
S=C(c1ccc(N2CCOCC2)cc1)N1CCCCC1 | 28 | -3 | 7 | 0 | -2 | -2 | . | -30 | .
CCOC(=O)c1cc2occc2n1Cc1c(F)cccc1Cl | 14 | -3 | 0 | -1 | 3 | 1 | 10 | -19 | 1.2
CCOC(=O)Cn1cc(/C=N/NC(=O)c2ccc(C#N)cc2F)c2ccccc21 | 17 | -10 | 10 | 11 | -10 | -3 | -2 | 2 | 1.1
CCP(=O)(CC)c1cccc(N)c1 | -2 | 1 | -1 | -8 | 10 | -1 | 2 | 23 | 1.1
O=c1oc2ccccc2cc1-c1csc(NN=C2CCCCC2)n1 | -3 | 4 | 3 | 0 | 1 | -2 | . | 6 | 1.1
CCOC(=O)NNC(=O)c1ccc(Cl)cc1 | 5 | -1 | 14 | 1 | 0 | -2 | -7 | -5 | 1
CN1C(=O)NC(c2ccccc2)C2=C1CN(c1ccc3ccccc3c1)C2=O (stereo not drawn) | 6 | 5 | -1 | -2 | 3 | -5 | -12 | 8 | 1
COc1cc(S(=O)(=O)NCc2cccnc2)c(OC)cc1Br | 3 | -1 | -3 | -19 | 20 | -5 | -10 | 0 | 0.8
CCOc1ccc(N(CC(=O)N/N=C/c2cc([N+](=O)[O-])ccc2Cl)S(C)(=O)=O)cc1 | 1 | 0 | -2 | 63 | -63 | -4 | 7 | 2 | 0.9
CC(NC(=O)C12CC3CC(CC(C3)C1)C2)c1ccc2c(c1)OCCO2 (stereo not drawn) | 15 | 1 | 1 | 0 | 0 | -6 | -1 | 14 | 0.9
CCCCCn1c(N2CCN(c3cccc(Cl)c3)CC2)nc2c1c(=O)[nH]c(=O)n2C | 20 | 28 | -3 | 9 | -10 | -14 | -2 | 10 | 2*
CCn1cc(C(=O)NC2CCC(C)CC2)c(=O)c2cc(S(=O)(=O)N3CCCCC3)ccc21 (stereo not drawn) | 11 | -11 | -10 | 72 | -72 | -8 | 2 | 7 | 1.6
Cc1ccccc1N/C(=C(/C(Cl)=C(Cl)Cl)[N+](=O)[O-])n1nnc2ccccc21 | 4 | 2 | -3 | -10 | 12 | 3 | -9 | -24 | 0.9
CCOC(=O)c1ccc(N2C(=O)c3n[nH]c(C)c3C2c2ccc(OC)cc2)cc1 (stereo not drawn) | 5 | 1 | 3 | -17 | 15 | -2 | 50 | -1 | 2.6*
O=C(c1ccncc1)N(Cc1ccccc1)Cc1nc2ccccc2c(=O)[nH]1 | 20 | 3 | 3 | . | . | . | -6 | . | 1.2
Nc1cc(=O)[nH]c(SCC(=O)Nc2cccc(Cl)c2)n1 | -5 | 20 | 9 | -1 | 3 | -5 | 5 | -6 | 0.7
O=C(CN1C(=O)C2(OCCCO2)c2ccccc21)NCc1ccccc1 | 13 | -4 | 3 | . | . | . | -31 | . | 0.9
COc1ccc(O)c(/C=N\NC(=O)CCn2nnc3ccccc32)c1 | 9 | -4 | 16 | 6 | -5 | -3 | -6 | -14 | 2.1*
Cc1onc(-c2c(F)cccc2Cl)c1C(=O)OCN1C(=O)c2ccccc2C1=O | 5 | -3 | -5 | . | . | . | -14 | . | 0.8
COC(=O)CCN(C(C)=O)c1ccc(N)cc1 | 40* | -7 | -8 | 5 | -5 | -6 | -1 | -12 | 1.2

Carrying on.
SMILES | PostGolgi ctrl | PostGolgi yeast | E coli WT exp | sEH inhibitor | sEH activator | S1P2 ag | CD11b adhes inh | S1P2 antag | PLAP act
Cc1ccc(C2Nc3ccccc3C(=O)N2Cc2ccco2)cc1 (stereo not drawn) | 1 | 6 | 8 | 5 | -4 | -2 | . | 16 | 1
O=C1C(Nc2cccc(O)c2)=C(N2CCCCC2)C(=O)c2ccccc21 | -9 | -6 | -14 | 1 | -1 | -5 | . | 2 | 0.9
CCCc1nc2oc3cc(OC)ccc3c(=O)c2c(=O)n1Cc1ccco1 | -3 | -1 | -10 | -2 | 2 | -2 | 5 | -27 | 1.1
CCOC(=O)c1c(C)[nH]c(C(=O)O)c1C | -2 | 4 | -1 | . | . | . | -14 | . | 1
Cc1cc(C)nc(SCC(=O)Nc2ccc(S(=O)(=O)Nc3onc(C)c3C)cc2)n1 | 6 | 0 | -2 | -5 | 4 | -3 | -7 | 13 | 1
COc1cc2c(cc1OC)CN(C(=O)CCCN1C(=O)c3ccccc3C1=O)CC2 | 18 | 19 | -2 | 6 | -8 | -4 | -6 | -23 | 1
CS(=O)(=O)c1ccc2nc(NC(=O)Nc3cccc(Cl)c3)sc2c1 | 10 | -6 | 3 | 44 | -45 | -10 | . | 47* | 1
COC(=O)c1cc(C(=O)CSc2nc(C)cc(C)n2)ccc1O | 9 | 1 | -3 | -6 | 6 | 3 | 8 | 8 | 1.1
Fc1cccc(Cl)c1Cn1nnc2c(N3CCC4(CC3)OCCO4)ncnc21 | 9 | -6 | -1 | 6 | -4 | 0 | -10 | -23 | 1
COC(=O)c1ccc(NC(=O)c2cc3sccc3n2C)cc1 | 10 | -3 | -1 | 1 | 0 | -2 | . | 19 | 1
CCOCCc1nnc(NC(=O)CSc2ccccc2)s1 | 0 | 8 | -8 | 0 | -2 | -4 | -22 | 14 | 0.9
O=C1CC(N2CCC(c3nc4ccccc4o3)CC2)C(=O)N1c1ccc(Cl)cc1 (stereo not drawn) | . | . | . | -15 | 10 | -3 | . | -5 | .
